Screens as filed in PubChem BioAssay.
SENP1 inh: human SENP1 catalytic domain inhibitors, primary screen, biochemical, FRET, uHTS; Sentrin-specific protease 1 (Homo sapiens), Q9P0U3; recombinant SENP1 catalytic domain, CyPet-SUMO1-YPet FRET cleavage; inhibition, % at 10 µM; 360,000 tested, 0.21% active;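 active = inhibition at least 30% at 10 µM, raw YFP signal under a set limit, fluorescence ratio 0.5 to 1.5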;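 also: 0% = enzyme with DMSO and 100% = no enzyme wells; some results filed as inactive read as strong as hits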
Target sequence (Q9P0U3 419-644 limits assumed): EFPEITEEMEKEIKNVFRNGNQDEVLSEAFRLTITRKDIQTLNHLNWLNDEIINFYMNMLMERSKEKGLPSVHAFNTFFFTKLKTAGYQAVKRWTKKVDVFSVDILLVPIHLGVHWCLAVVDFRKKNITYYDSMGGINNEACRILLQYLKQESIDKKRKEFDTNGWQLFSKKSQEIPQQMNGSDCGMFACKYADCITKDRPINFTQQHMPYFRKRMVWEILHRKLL
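Controls: no-enzyme wells low, DMSO-plus-enzyme wells high control. Test system: human recombinant His6-tagged SENP1 catalytic domain enzyme. Reagent: SFCypet-SUMO1-SFYpet FRET protein substrate, 25 nM final. Doses: one dose per compound, 10 µM, 0.5% DMSO. Detection: FRET, CFP and YFP emission. Timing: 50 min reaction at room temperature.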
hIAP activ: human IAP activators, primary screen, biochemical, luminescence, uHTS; purified human IAP, CDP-Star luminescence, 30 min; stronger effect = higher value; 1 = vehicle-only enzyme, 0 = enzyme-free background; activation factor at 10 µM; 330,000 tested, 0.16% active; AID 2524, 2010;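 active = activation factor of the enzyme at least 2-fold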; also: the source names both 10 and 20 µM as test concentration; values of inactives mirror those of a sister screen read the other way
MPTP block: mitochondrial permeability transition pore inhibitors, primary screen, biochemical, isolated mouse mitochondria, absorbance; AID 602449, 2012; Ca2+ swelling absorbance, 30 min; 360,000 tested, 1.4% active; inhibition, % at 10 µM;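 active = inhibition of 50% or more, scaled per plate between neutral and stimulator controls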;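 also: 0% = DMSO wells given calcium and 100% = 1 mM EGTA wells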
SENP8 block: human SENP8 protease inhibitors, primary screen, biochemical, fluorescence, Nedd8 protein substrate, uHTS; inhibition, % at 20 µM; AID 602440, 2012; 360,000 tested, 0.64% active; recombinant SENP8; in the data active = inhibition mostly above about 40%, no sharp cut-off; inactive = mostly below about 27%
Target sequence (Q96LD8 whole entry, looked up): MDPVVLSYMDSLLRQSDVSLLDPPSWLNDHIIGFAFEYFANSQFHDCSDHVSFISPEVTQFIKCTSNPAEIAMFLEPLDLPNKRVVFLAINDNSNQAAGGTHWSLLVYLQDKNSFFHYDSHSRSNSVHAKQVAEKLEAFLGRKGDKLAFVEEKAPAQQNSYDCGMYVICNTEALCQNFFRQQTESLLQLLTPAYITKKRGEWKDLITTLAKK
SENP6 inh: SENP6 protease inhibitors, primary screen, biochemical, luminescence, uHTS; Sentrin-specific protease 6 (Homo sapiens), Q9GZR1; Recombinant SENP6 catalytic domain, aminoluciferin luminescence; inhibition, % at 10 µM; 330,000 tested, 1.8% active;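 active = inhibition above about 50% at the single tested dose, limit read from the data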;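 also: plate controls were DMSO wells with enzyme for no effect and DMSO wells lacking enzyme for full effect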
Target sequence (Q9GZR1 628-1112 limits assumed): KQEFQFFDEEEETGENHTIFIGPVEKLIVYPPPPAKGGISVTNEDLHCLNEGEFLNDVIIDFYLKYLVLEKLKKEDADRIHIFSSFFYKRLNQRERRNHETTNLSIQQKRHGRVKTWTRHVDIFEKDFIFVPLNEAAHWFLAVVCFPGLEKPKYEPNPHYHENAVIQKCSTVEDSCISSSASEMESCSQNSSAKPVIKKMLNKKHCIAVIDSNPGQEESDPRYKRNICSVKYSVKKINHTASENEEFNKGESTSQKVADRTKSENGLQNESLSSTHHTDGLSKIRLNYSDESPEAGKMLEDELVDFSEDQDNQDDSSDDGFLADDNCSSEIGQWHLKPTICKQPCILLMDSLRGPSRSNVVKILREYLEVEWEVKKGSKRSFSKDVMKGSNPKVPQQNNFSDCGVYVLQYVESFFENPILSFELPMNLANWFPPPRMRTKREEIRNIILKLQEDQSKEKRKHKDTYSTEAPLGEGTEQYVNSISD
GRIN3A LBD mod: binders of NR3A ligand-binding domain, primary screen, biophysical, differential scanning fluorimetry, uHTS. AID 1259313, 2017. 340,000 tested, 2.5% active. Tm shift relative to glycine control, % at 25 µM. Glutamate receptor ionotropic, NMDA 3A (GRIN3A) ligand-binding domain. NR3A LBD differential scanning fluorimetry, Tm shift; 0% = protein alone, 100% = glycine-bound protein;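 active = melting temperature shift of at least 10% of the positive control shift, at one fixed dose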
PfG6PD inh: PfG6PD enzyme inhibitors, primary screen, biochemical, fluorescence intensity, uHTS; inhibition, % at 20 µM; PfGluPho enzyme, NADPH resazurin-diaphorase fluorescence; glucose-6-phosphate dehydrogenase-6-phosphogluconolactonase (Plasmodium falciparum 3D7); AID 504690, 2011; 350,000 tested, 0.78% active;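 active = inhibition reaching at least a set limit at 20 µM in the primary screen, cut at about 59% in these data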;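 also: 0% = DMSO wells with substrate and 100% = DMSO wells lacking glucose-6-phosphate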
ATG4B inh: ATG4B protease inhibitors, primary screen, biochemical, fluorescence, uHTS. Cysteine protease ATG4B (Homo sapiens), Q9Y4P1. ATG4B cleavage of LC3-PLA2, NBD-HPC fluorescence, 1 h. inhibition, % at 8.33 µM. 340,000 tested, 0.51% active; in the data active = inhibition above about 40%
* = called active by the depositor; i = inactive; · = not tested or not shown.

nr	SMILES	SENP1 inh	hIAP activ	MPTP block	SENP8 block
1	COC(=O)c1ccccc1-n1c(C)nc(=O)c(-c2ccccc2)c1C	4	0.96	1.3	6
2	Cc1ccc(NC(=O)/C(C#N)=C/c2ccccc2C(F)(F)F)cc1	0	1	3.0	15
3	FC(F)c1nc2nc(Cl)c(Cl)nc2[nH]1	2	·	1.1	-24
4	COc1cccc(Nc2nc(C)cc(C)c2C#N)c1	0	0.97	-0.3	-388
5	CC(C)OC(=O)/C(=C/c1cccnc1)NC(=O)c1ccccc1	2	1	-10	10
6	CCSc1nccc(-c2nn(-c3ccc(C)cc3)ccc2=O)n1	-5	1.1	-1.9	-218
7	COc1ccc(CC2(CO)CCN(Cc3cnn(-c4ccc(F)cc4)c3)CC2)cc1	0	1.1	2.2	19
8	C[C@H](CO)N1C[C@H](C)[C@@H](CN(C)Cc2ccc(C(=O)O)cc2)Oc2c(NC(=O)C3CC3)cccc2C1=O	-1	1	0.2	12

nr	SENP6 inh	GRIN3A LBD mod	PfG6PD inh	ATG4B inh
1	-20	-1	-2	0
2	7	3	-8	5
3	·	·	2	·
4	-9	-3	-11	4
5	-13	-4	-9	1
6	-13	-1	0	-10
7	-12	0	-8	-9
8	0	2	15	-3

(list continues)
nr	SMILES	SENP1 inh	hIAP activ	MPTP block	SENP8 block
9	CC(C)Oc1ccc(S(=O)(=O)N2CCOCC2)cc1NC(=O)C1CSC2(C)CCC(=O)N12 (stereo not drawn)	2	1.1	-0.3	7
10	Cc1ccc(Cl)c2sc(N3CCN(C(=O)c4ccco4)CC3)nc12	2	0.87	1.6	2
11	O=C(NNc1nc2c(F)cccc2s1)C1COc2ccccc2O1 (stereo not drawn)	0	1.8	-1.2	2
12	CN(c1cccc(NS(=O)(=O)c2ccccc2)c1)S(C)(=O)=O	0	1.2	0.5	2
13	O=C(CCS(=O)(=O)c1cccs1)Nc1ccc(C(=O)NC2CCN(Cc3ccccc3)CC2)cc1	0	1	1.2	-16
14	CC1=NNC(=O)C1CC(=O)N/N=C/C=C/c1ccccc1 (stereo not drawn)	0	1.1	-0.6	23
15	CCN(CC)S(=O)(=O)c1cccc(C(=O)NCC2CCCCC2)c1	-1	1	0.6	12
16	Cc1ncc(CN2CCN(C(C)C)C(CCO)C2)s1 (stereo not drawn)	2	1	-1.0	9

nr	SENP6 inh	GRIN3A LBD mod	PfG6PD inh	ATG4B inh
9	6	0	-15	2
10	3	0	21	5
11	-23	-1	12	-2
12	-8	-1	7	3
13	0	-1	11	-13
14	-12	-1	-1	-5
15	10	3	8	-3
16	-10	2	-15	10

Following part
nr	SMILES	SENP1 inh	hIAP activ	MPTP block	SENP8 block
17	O=C(OCC(=O)N1CCN(c2ccccc2)CC1)c1ccc(O)cc1O	2	1.2	1.3	3
18	COCCN(C(=O)c1csnn1)C(C(=O)NC1CCCC1)c1ccccc1 (stereo not drawn)	0	1	0.8	11
19	COc1ccc(-c2csc(NC(=O)Cc3ccccc3F)n2)cc1OC	0	0.9	-2.4	1
20	CC1(C)Cc2c(sc3ncn(N)c(=N)c23)CO1	-2	1	-5.9	5
21	CC(C)NC(=O)c1ccc2c(c1)S(=O)(=O)c1ccccc1C2=O	0	1.1	1.9	36
22	Cn1c(=O)n(C)c2cc(NC(=O)c3ccc(F)cc3)ccc21	0	1	4.8	21
23	CCOC(=O)CS(=O)(=O)c1ccc2ccccc2c1	3	0.92	-2.0	10
24	O=C(CCNS(=O)(=O)c1ccc(Br)cc1)NCc1ccc(F)cc1	2	0.88	-2.4	17

nr	SENP6 inh	GRIN3A LBD mod	PfG6PD inh	ATG4B inh
17	-17	0	0	3
18	-17	-1	-5	-4
19	-24	-8	24	0
20	10	1	-2	1
21	-8	1	-10	5
22	-28	-1	-3	0
23	-9	1	23	-12
24	-13	-1	-5	-2

Rewritten screen by screen: 2 of the compounds above.
3: FC(F)c1nc2nc(Cl)c(Cl)nc2[nH]1
19: COc1ccc(-c2csc(NC(=O)Cc3ccccc3F)n2)cc1OC

| Assay by compound | 3 | 19 |
| --- | --- | --- |
| SENP1 inh | 2 | 0 |
| hIAP activ | · | 0.9 |
| MPTP block | 1.1 | -2.4 |
| SENP8 block | -24 | 1 |
| SENP6 inh | · | -24 |
| GRIN3A LBD mod | · | -8 |
| PfG6PD inh | 2 | 24 |
| ATG4B inh | · | 0 |

The listing continues:
nr	SMILES	SENP1 inh	hIAP activ	MPTP block	SENP8 block
25	CC(C)CCNC(=O)NC(=O)COC(=O)/C=C/c1cccc([N+](=O)[O-])c1	1	0.79	0.7	0
26	CCc1ccc(N=c2c([N+](=O)[O-])nn(-c3ccccc3)n2O)cc1	2	1	-0.3	23
27	C#CCOCCOCCOCCNc1nc(N2CCN(C(=O)CCCCCCCCCCNC(=O)[C@@H](CCC(=O)O)n3cc(CCCCCN)nn3)CC2)nc(N2CCN(C(=O)CCCCCCCCCCNC(=O)[C@@H](CCC(=O)O)n3cc(CCCCCN)nn3)CC2)n1	1	1	-0.6	0
28	O=C(NC12CC3CC(CC(C3)C1)C2)N1CCN(C(=O)c2ccco2)CC1	0	1.1	-0.1	24
29	CCc1c(C)nc2cc(-c3cccs3)[nH]n2c1=O	3	·	-1.6	-118
30	CCc1ccc(NC(=O)c2ccc3c(c2)C(=O)N(CCOC)C3Nc2ccc(CC)cc2)cc1 (stereo not drawn)	-2	0.81	2.2	6
31	CCOc1ccc(NC(=O)CN(C)C(=O)C2CC(=O)N(c3ccc4c(c3)OCCO4)C2)cc1OCC (stereo not drawn)	0	1	-1.6	5
32	Cc1c(Cl)cccc1NC(=S)N1CCN(c2ccccn2)CC1	2	0.95	0.5	9

nr	SENP6 inh	GRIN3A LBD mod	PfG6PD inh	ATG4B inh
25	-5	0	12	-6
26	-8	-1	40	-2
27	6	-2	-18	-13
28	-5	0	-11	-1
29	·	-1	22	-10
30	1	2	-6	-9
31	-13	2	-12	-9
32	-17	-4	0	-4

5 of the entries above in order of the hIAP activ value, falling:
nr	SMILES	SENP1 inh	hIAP activ	MPTP block	SENP8 block
17	O=C(OCC(=O)N1CCN(c2ccccc2)CC1)c1ccc(O)cc1O	2	1.2	1.3	3
14	CC1=NNC(=O)C1CC(=O)N/N=C/C=C/c1ccccc1 (stereo not drawn)	0	1.1	-0.6	23
31	CCOc1ccc(NC(=O)CN(C)C(=O)C2CC(=O)N(c3ccc4c(c3)OCCO4)C2)cc1OCC (stereo not drawn)	0	1	-1.6	5
19	COc1ccc(-c2csc(NC(=O)Cc3ccccc3F)n2)cc1OC	0	0.9	-2.4	1
10	Cc1ccc(Cl)c2sc(N3CCN(C(=O)c4ccco4)CC3)nc12	2	0.87	1.6	2

nr	SENP6 inh	GRIN3A LBD mod	PfG6PD inh	ATG4B inh
17	-17	0	0	3
14	-12	-1	-1	-5
31	-13	2	-12	-9
19	-24	-8	24	0
10	3	0	21	5

(next part)
nr	SMILES	SENP1 inh	hIAP activ	MPTP block	SENP8 block
33	O=C(O)CCc1ccc(-c2ccc(F)cc2)n1CC(=O)O	0	1.2	-1.1	-80
34	NCCCNCCCCNCCCN	3	0.81	0.4	12
35	Cc1ccc(Oc2ccc(S(=O)(=O)NCC(C)(C)N3CCOCC3)cc2)cc1	1	0.89	3.1	12
36	CC[C@]12c3[nH]c4cc(-c5ccco5)ccc4c3CCN1C(=O)[C@@H](CC(=O)NCCN1CCOCC1)C[C@@H]2C(=O)N1CCN(C(=O)c2ccco2)CC1	-4	·	-2.4	-243
37	Cc1cc(OCC(=O)N2CCOCC2)c(C(C)C)cc1Cl	0	1	-0.6	9
38	Cc1ccc(NC(=O)CN2C(=O)NC(C)(CC(C)C)C2=O)c(Br)c1 (stereo not drawn)	2	1.1	-0.8	4
39	CN(C(=O)CSc1ccc(S(=O)(=O)N2CCCCC2)cn1)c1ccccc1	0	0.87	-1.4	4
40	CN(C)C=Nc1c(Br)cc(Br)c2nonc12	44	0.79	0.9	58*

nr	SENP6 inh	GRIN3A LBD mod	PfG6PD inh	ATG4B inh
33	-18	1	-2	1
34	1	0	-12	-12
35	-21	-2	-11	-6
36	·	-1	15	·
37	8	-5	-5	18
38	-6	2	-3	-2
39	-5	0	3	-2
40	39	-1	31	-12

Additional compounds
nr	SMILES	SENP1 inh	hIAP activ	MPTP block	SENP8 block
41	CCOCCCNC(=O)C(c1ccc(Cl)cc1)N1CCN(C(=O)c2ccco2)CC1 (stereo not drawn)	-1	1.3	0.0	20
42	Cn1c(=O)n(C)c2cc(/C=N/NC(=S)NCc3ccccc3)ccc21	2	1.1	1.9	-67
43	O=C(Cc1ccc(NC2=NC3CS(=O)(=O)CC3S2)cc1)Nc1ccc(F)cc1 (stereo not drawn)	-5	1.1	-1.1	2
44	Cc1[nH]n(-c2ccccc2)c(=O)c1/C=C1\C=NN=C1c1ccccc1	1	1.4	5.9	14
45	CC(C)NC(=O)c1cccc2c1-c1ccccc1C2=O	2	1.1	0.4	18
46	CCOC(=O)CSc1nc(-c2ccccc2)ns1	2	1.2	-8.2	10
47	CNC(C)C#Cc1ccc2oc3cccc(OC)c3c(=O)c2c1 (stereo not drawn)	0	0.89	0.5	i
48	COc1cccc(-c2ccc(NC(=O)C3CCCN(Cc4cnn(C(C)C)c4)C3)cc2)c1 (stereo not drawn)	-2	1.1	0.3	20

nr	SENP6 inh	GRIN3A LBD mod	PfG6PD inh	ATG4B inh
41	2	0	-8	-8
42	-14	-8	6	-22
43	-4	-2	3	-18
44	-10	-5	4	4
45	-17	2	-7	-5
46	13	1	53	-2
47	12	-2	-5	7
48	-14	-1	10	-10

(next part)
nr	SMILES	SENP1 inh	hIAP activ	MPTP block	SENP8 block
49	O=C(CSc1nc2ccccc2[nH]1)N/N=C/c1ccncc1	0	0.99	2.6	-2
50	O=c1c2ccccc2nc(/C=C/c2ccc([N+](=O)[O-])o2)n1CCCO	6	1	-1.2	0
51	Cc1c(C(=O)Nc2cccc(Cl)c2)c2ccccn2c1CCc1ccncc1	-33	·	25	-375
52	CCOC(=O)/C=C/c1ccccc1S(=O)(=O)NC(C)(C)C	2	1.1	0.1	-1

nr	SENP6 inh	GRIN3A LBD mod	PfG6PD inh	ATG4B inh
49	-4	-3	27	-3
50	-12	1	21	-9
51	·	-7	32	-8
52	-13	-1	-11	1
